Rpn11 inh – inhibitors of human proteasome Rpn11 | O00487 | human 26S proteasome, Ub4-pepOG fluorescence polarization; 20S core pre-blocked with epoxomicin | calls only at 20 µM | 0.59% of 360,000 active | AID 588493;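 active means inhibition at 20 µM, scaled to each plate's controls, above about 33%, limit read from the data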
STEP block – inhibitors of human striatal-enriched phosphatase STEP; P54829; recombinant STEP, OMFP fluorogenic substrate, fluorescence; inhibition, % at 20 µM; 0.25% of 360,000 active; AID 588621;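 active means inhibition at 20 µM, scaled per plate between control wells, above about 37%, limit read from the data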;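 further: 0% = DMSO with enzyme and substrate and 100% = substrate only without enzyme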
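System: STEP (striatal-enriched tyrosine phosphatase) enzyme, cell-free; medium: Bis-Tris pH 6.0 buffer with DTT, detergent; dosing: 20 µM, 1% DMSO; times: reaction 20 min, ambient temperature; detection: fluorescence, 480/540 nm; read-out basis: normalized % inhibition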
Neddyl block – cullin neddylation inhibition. AID 651699. 0.58% of 360,000 active. TR-FRET cullin neddylation, biochemical. calls only at 25 µM. P61081+Q13564; in the data active means inhibition above about 36%
Target sequence (P61081 whole entry, looked up): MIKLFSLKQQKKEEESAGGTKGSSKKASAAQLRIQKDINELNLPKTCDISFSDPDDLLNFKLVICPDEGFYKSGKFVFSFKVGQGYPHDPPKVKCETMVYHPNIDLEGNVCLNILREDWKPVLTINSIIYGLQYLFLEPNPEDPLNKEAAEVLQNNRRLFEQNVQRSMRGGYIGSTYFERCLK
Target sequence (Q13564 whole entry, looked up): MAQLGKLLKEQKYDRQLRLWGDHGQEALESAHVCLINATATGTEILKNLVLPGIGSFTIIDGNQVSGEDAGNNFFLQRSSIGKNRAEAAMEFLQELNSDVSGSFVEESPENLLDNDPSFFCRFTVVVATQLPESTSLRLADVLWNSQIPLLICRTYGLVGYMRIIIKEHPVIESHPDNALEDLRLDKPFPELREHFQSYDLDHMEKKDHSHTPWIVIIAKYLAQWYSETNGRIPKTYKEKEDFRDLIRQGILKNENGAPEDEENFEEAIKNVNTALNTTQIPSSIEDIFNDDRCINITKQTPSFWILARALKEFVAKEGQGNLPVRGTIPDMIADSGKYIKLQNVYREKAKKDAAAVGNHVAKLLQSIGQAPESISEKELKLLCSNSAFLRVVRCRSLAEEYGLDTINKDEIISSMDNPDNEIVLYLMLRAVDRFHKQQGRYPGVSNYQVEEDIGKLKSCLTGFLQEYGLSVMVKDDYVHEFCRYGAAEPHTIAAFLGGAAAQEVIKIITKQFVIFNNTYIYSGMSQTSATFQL
CSN deneddyl inh – inhibitors of human CSN-mediated cullin deneddylation. Q92905. Purified CSN, SCF-Nedd8-OG deneddylation, fluorescence polarization. inhibition, % at 12.5 µM. 0.38% of 360,000 active. AID 651999;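 active means pattern-corrected inhibition above about 35%, with an unprinted fluorescence ratio check between 0.5 and 1.5, limit read from the data, passing the limit was not always enough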;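 further: 0% = enzyme with substrate and 100% = substrate without enzyme; some results filed as inactive read as strong as hits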
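Assay system: HEK293T-derived human Csn5 enzyme; quantity: 0.24 nM enzyme; medium: Tris/NaCl/DTT buffer, pH 7.5; also added: substrate SCFSkp2-Nedd8OG, 10 nM; doses: 12.5 µM compound; schedule: 90 min reaction at room temperature; signal: FP; read-out: % inhibition of substrate cleavage by Csn5; benchmarks: substrate-only high control, full reaction low control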
NadD inh – NadD (S. aureus) enzyme inhibition; purified NadD enzyme, colorimetric absorbance read-out; inhibition, % at 20 µM; 0.78% of 360,000 active; in the data active means inhibition above about 26%; further: some compounds past the cut are filed as inactive
LMPTP inh – blocks human LMPTP phosphatase. AID 651560. 0.22% of 360,000 active. inhibition, % at 20 µM. recombinant LMPTP-A, OMFP fluorogenic substrate, fluorescence intensity;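 active means compounds that cut the enzyme signal by at least half of the control window in the single-dose screen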;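 further: plate controls were DMSO wells with enzyme plus substrate for no effect and substrate without enzyme for full effect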
Target sequence (P24666 whole entry, looked up): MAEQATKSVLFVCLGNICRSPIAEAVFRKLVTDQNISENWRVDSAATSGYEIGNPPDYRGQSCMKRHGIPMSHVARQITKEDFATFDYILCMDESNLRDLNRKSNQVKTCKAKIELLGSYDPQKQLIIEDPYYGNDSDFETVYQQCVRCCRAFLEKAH
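Assay system: LMPTP-A, protein tyrosine phosphatase of low molecular weight / Medium: pH 6.0 Bis-Tris buffer with DTT and Triton X-100 / Schedule: 50 min enzyme reaction at room temperature, protected from light / Measured by: endpoint fluorescence intensity from OMFP dephosphorylation / Read-out basis: % inhibition relative to no-enzyme and uninhibited control wells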
DNMT1 block – DNMT1 (human) enzyme inhibition; AID 588458; inhibition (reported as % activation of signal), % at 10 µM; DNMT1 molecular beacon, Hinp1I cleavage, fluorescence; P26358; 0.83% of 360,000 active; in the data active means inhibition above about 50%
SUMO1 PPI mod – SUMO1-SIM interaction modulation; 0.33% of 360,000 active; inhibition, % at 20 µM; P63165; SUMO1 binding to a labelled peptide, TR-FRET, 1 h; in the data active means inhibition above about 37%
Scp-1 inhibitor – inhibitors of human Scp-1 phosphatase. Q9GZU7. Recombinant Scp1, phosphopeptide, malachite green phosphate absorbance. inhibition, % at 20 µM. 0.88% of 340,000 active;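 active means inhibition above about 50% at 20 µM, limit read from the data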;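 further: plate controls were DMSO wells with enzyme for no effect and wells lacking enzyme for full effect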
Target sequence (Q9GZU7 76-261 limits assumed): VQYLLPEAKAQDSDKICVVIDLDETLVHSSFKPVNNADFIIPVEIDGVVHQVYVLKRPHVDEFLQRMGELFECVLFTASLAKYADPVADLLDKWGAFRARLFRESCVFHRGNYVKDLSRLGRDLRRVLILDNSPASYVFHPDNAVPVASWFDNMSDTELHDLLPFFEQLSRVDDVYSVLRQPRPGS
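System: truncated SCP-1 phosphatase (76-261aa); medium: Tris acetate buffer pH 5.5 with MgCl2 and Tween-20; incubation: 45 min room-temperature reaction, 5 min colour, 30 min stabiliser; compound: single 20 µM dose, 1% DMSO; reagent: Phosphorylated 17-residue peptide substrate; read-out: % inhibition at 20 µM; technique: colorimetric free-phosphate detection, absorbance 630 nm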
Rin1 Abl inh – blocks binding of human Rin1 to Abl | P00519+Q13671 | TR-FRET Rin1/Abl binding, biochemical | inhibition, % at 7.35 µM | 0.4% of 360,000 active | AID 588664; in the data active means inhibition above about 5%, passing the limit was not always enough
Starred values were filed as active, the others as inactive; i = inactive; · = not tested or not shown; + = active, no number; & = joins results of further samples.

no.	canonical_smiles	Rpn11 inh	STEP block	Neddyl block	CSN deneddyl inh	NadD inh	LMPTP inh	DNMT1 block	SUMO1 PPI mod	Scp-1 inhibitor	Rin1 Abl inh
1	CCN(CC)CCNC1=CC(=O)OC12CCCCC2	i	0	i	-1	-2	-1.0	4	-1	7	-1
2	COc1cc(/C=N/Nc2cccc(C)c2)cc(Br)c1O	i	3	i	4	26*	-1.1	-15	-1	-5	-3
3	Cc1cc(C)cc(C(=O)Nc2cccc(NC(=O)c3ccco3)c2)c1	i	-3	i	3	-5	0.1	-2	1	-3	2
4	O=C(c1ccc(C(F)(F)F)cc1)C1CCCN(C(=O)CN2C(=O)CSC2=O)C1 (stereo not drawn)	i	-2	i	-6	1	-1.3	0	-3	-4	2
5	Cc1nn(-c2ccccc2)c(C)c1/C=N/NC(=O)CSc1nc2ccccc2c(=O)n1-c1ccc(Br)cc1	i	3	i	2	30*	1.4	49	1	-5	-2
6	CC(=O)N1CCc2ccc(NC(=O)c3c(-c4c(Cl)cccc4Cl)noc3C)cc21	i	0	i	-2	-1	-1.6	1	-4	-9	2
7	O=C(CO/N=C/c1ccc(OC(F)F)cc1)N1CCc2ccccc21	i	4	i	-12	-3	0.3	-10	-4	-2	-2
8	CSc1ccc2c(c1)C(N1CCN(C)CC1)Cc1ccccc1S2 (stereo not drawn)	i	3&4	i	4&2	-5&-11	2.0&0.3	-3&0	-6&1	-9&6	2&-4
9	CCOCCCNC(=O)CN1CCN(c2ccc(F)cc2)CC1	i	-3	i	4	2	-1.8	4	-2	0	2
10	CSCCC(NC(=O)C1CCCC1)c1nnc2ccccn12 (stereo not drawn)	i	8	i	2	1	-0.4	2	-4	-5	1
11	O=C1NCC(COc2ccc(Cl)cc2)O1 (stereo not drawn)	i	-3	i	3	-9	0.7	1	0	8	2
12	O=C(O)c1ccccc1NC(c1ccccc1)c1ccc2cccnc2c1O (stereo not drawn)	i	-1	·	0	17	-0.4	-3	-18	5	7
13	C=CCC1(O)C(=O)N2C(=C1C(=O)OCC)c1ccc3ccccc3c1CC2(C)C (stereo not drawn)	i	-3	i	2	-6	0.6	-3	-3	3	0
14	COc1ccc(OC)c(CN2C(=O)CN(S(C)(=O)=O)CC2(C)C(=O)NCc2ccccc2)c1 (stereo not drawn)	·	·	i	1	·	0.3	·	0	·	·
15	CCOC(=O)N1CCN(Cc2nc(-c3ccc(C)cc3)no2)CC1	i	7	i	2	-1	-0.6	-2	0	-5	4
16	CC1(C(=O)NS(=O)(=O)C2CC2)CCCN(C(=O)c2cccs2)C1 (stereo not drawn)	i	-2	i	-4	3	0.3	0	0	·	-3
17	CCOc1ccc2nc(SCC(=O)N3c4ccccc4Sc4ccccc43)sc2c1	i	-2	i	-10	-2	-0.7	-2	0	-8	3
18	COc1c(Cl)cc(Cl)cc1C(=O)Nc1ccc(NC(=O)c2cccs2)cc1	i	-1	i	0	2	3.0	-1	2	-9	-1
19	Cn1c(=O)c(C(=O)NCc2ccccc2)c(O)c2ccccc21	i	2	i	-2	-8	2.5	-2	-2	-18	1
20	NC(=O)CC(NC(=O)c1cccc(Br)c1)c1ccc(N2CCN(c3ccccn3)CC2)c([N+](=O)[O-])c1 (stereo not drawn)	i	-2	i	4	-3	0.8	103*	-12	-7	-5

Structures listed so far containing four or more nitrogen atoms, in the order listed:
no.	canonical_smiles	Rpn11 inh	STEP block	Neddyl block	CSN deneddyl inh	NadD inh	LMPTP inh	DNMT1 block	SUMO1 PPI mod	Scp-1 inhibitor	Rin1 Abl inh
5	Cc1nn(-c2ccccc2)c(C)c1/C=N/NC(=O)CSc1nc2ccccc2c(=O)n1-c1ccc(Br)cc1	i	3	i	2	30*	1.4	49	1	-5	-2
10	CSCCC(NC(=O)C1CCCC1)c1nnc2ccccn12 (stereo not drawn)	i	8	i	2	1	-0.4	2	-4	-5	1
15	CCOC(=O)N1CCN(Cc2nc(-c3ccc(C)cc3)no2)CC1	i	7	i	2	-1	-0.6	-2	0	-5	4
20	NC(=O)CC(NC(=O)c1cccc(Br)c1)c1ccc(N2CCN(c3ccccn3)CC2)c([N+](=O)[O-])c1 (stereo not drawn)	i	-2	i	4	-3	0.8	103*	-12	-7	-5

Additional entries.
no.	canonical_smiles	Rpn11 inh	STEP block	Neddyl block	CSN deneddyl inh	NadD inh	LMPTP inh	DNMT1 block	SUMO1 PPI mod	Scp-1 inhibitor	Rin1 Abl inh
21	CCOCc1nnc(NC(=O)C2CCN(C(=O)c3ccco3)CC2)s1	i	3	i	0	0	-0.5	0	13	3	2
22	COc1ccc(S(=O)(=O)Nc2ccc(NC(C)=O)cc2)cc1OC	i	1	i	-5	-4	-2.1	4	-6	-3	0
23	O=[N+]([O-])c1c(NCCO)cc(N2CCC3(CC2)OCCO3)c2nonc12	i	-4	i	1	-1	-1.2	-8	-25	-5	-5
24	CC(C)(C)C1=NN(c2ccc([N+](=O)[O-])cc2)C(c2ccccc2)C1 (stereo not drawn)	i	5	i	7	-1	2.4	-2	2	-7	4
25	CCC1C(=O)Nc2nc(-c3ccccc3)c(-c3ccccc3)n2N=C1C (stereo not drawn)	i	-2	i	1	4	1.2	7	-1	-6	-3
26	COc1ccc(/C=C2\NC(=S)N(CC3CCCO3)C2=O)c(OC)c1C (stereo not drawn)	i	3	i	3	0	0.9	0	-16	-7	1
27	CC1Cc2ccccc2N1CC(=O)NCc1ccc2c(c1)OCO2 (stereo not drawn)	i	0	i	-2	-4	-0.1	-5	1	-4	0
28	COc1ccccc1NS(=O)(=O)c1cc(N/C(=N/S(=O)(=O)c2ccccc2)c2ccc(F)cc2)ccc1Cl	i	-2	i	-1	5	1.5	-3	1	·	-2
29	Cc1ccc2nc(-c3ccco3)c(Cc3ccccc3)n2c1	i	1	i	7	4	1.2	-6	2	·	1
30	O=C(O)c1ccccc1-n1c(-c2ccccc2)cc2c1CCCC2=O	i	-1	i	3	0	0.3	-1	2	-7	-1
31	CCN(CC(=O)NCc1cccs1)C(=O)COc1ccc(C(C)=O)cc1	i	-3	i	-1	6	0.3	3	1	59*	-1
32	CCCC(C)C(=O)NCc1ccc2c(c1)OCO2 (stereo not drawn)	i	-4	i	-2	-3	-1.9	-1	-1	0	0
33	CC(NCC1(N2CCOCC2)CCCCC1)C(=O)Nc1ccc(Cl)cc1Cl (stereo not drawn)	i	-2	i	11	-2	-1.0	0	3	-2	-1
34	Cc1ncc2c(c1OC(=O)c1ccccc1)COC(C)(C)OC2	i	1	i	-3	0	-0.1	1	10	-7	-4
35	CCOc1ccc(NC(=S)N2c3ccccc3CC2C)cc1 (stereo not drawn)	i	-2	i	-7	5	1.0	-8	-4	-12	-4
36	Cc1ccc(OCc2nnc(SCC(=O)c3cccs3)n2-c2ccccc2)cc1C	i	-1	i	-2	8	6.5	-9	7	0	-6
37	CSc1cccc(NC(=O)CCc2ccccc2)c1	i	7	i	-1	-3	-0.2	4	4	-10	-2
38	Cc1ccc(S(=O)(=O)CCC(=O)OCC(=O)NNC(=O)c2ccc([N+](=O)[O-])cc2)cc1	i	-4	i	-2	-4	-1.4	4	-32	-4	3
39	CCS(=O)(=O)c1cc([N+](=O)[O-])c(Sc2ccccc2NC(C)=O)s1	i	0	i	1	2	1.9	-3	-31	-7	1
40	CN(C(=O)c1ccc(NC(=O)Cc2cccc(NC(=O)C3CCCN(C(=O)C4CC4)C3)c2)cc1)C1CC1 (stereo not drawn)	i	-1	i	-4	1	-3.3	2	-2	-8	0
41	CCN1CCN(C(C(=O)NC2CCCCC2)c2ccc(Cl)cc2)CC1 (stereo not drawn)	i	-1	i	0	1	-2.3	1	-4	-11	2
42	CN(C)CCCN(C(=O)c1ccc(S(=O)(=O)N2CCc3ccccc32)cc1)c1nc2ccc(F)cc2s1	i	4	i	7	16	-0.1	-1	-21	2	2
43	O=C(Cc1coc2ccc3ccccc3c12)NC1CCCc2ccccc21 (stereo not drawn)	i	1	i	0	-3	0.4	6	-3	-10	0
44	Cc1ccc(C2(C)NC(=O)N(CC(=O)Nc3c(C)n(C)n(-c4ccccc4)c3=O)C2=O)cc1 (stereo not drawn)	i	-3	i	0	0	-1.8	3	-6	-11	-2
45	O=C(Nc1nc2c(Cl)cccc2s1)c1ccc(Br)o1	i	18	i	4	0	-1.8	-4	-3	-11	2
46	CN(C)S(=O)(=O)c1ccc(C(=O)Nc2ccc(OCC(=O)N3CCOCC3)cc2)cc1	i	-8	i	-2	-2	-2.4	0	-1	-3	1
47	CS(=O)(=O)N(CC(=O)Nc1cccc([N+](=O)[O-])c1)c1ccccc1F	i	-5	i	4	-2	-2.0	0	-17	-8	2
48	C=CCNc1oc(COc2ccc(C)cc2)nc1C#N	i	-2	i	-7	1	1.2	-1	-1	-8	-2
49	Cc1csc(SCC(=O)Nc2c(C)n(C)n(-c3ccccc3)c2=O)n1	i	-4	i	-8	5	-0.3	-1	-2	-12	0
50	Cc1ccc(-c2cc(C(=O)NCc3ccccn3)c3ccccc3n2)cc1	i	1	+	7	1	0.8	-2	-15	-5	-4
51	O=C(Nc1cc([N+](=O)[O-])ccc1Cl)c1cccnc1	i	-1	i	-2	4	0.8	-3	-19	-5	-2
52	O=c1c2c(nc3nc(SCc4ccccc4)[nH]n13)CCC2	i	6	i	-8	12	0.3	-1	3	-2	0
53	COc1cccc(C(=O)N2CCN(c3ccccn3)CC2)c1	i	1	i	4	-4	-0.8	0	-2	-5	-1
54	CC(C)c1ccc(Nc2ccc(C(=O)O)cc2[N+](=O)[O-])cc1	i	0	i	0	-4	3.4	0	-30	-22	3
55	Cc1c(C(=O)N2CCCCC2)c(S(=O)(=O)NCCc2ccc(S(N)(=O)=O)cc2)c(C)n1C	i	6	i	-1	0	-0.4	-1	10	-6	-2
56	Brc1ccccc1-c1nnc(COc2ncnc3c2cnn3-c2ccccc2)o1	i	-4	i	-4	-8	-0.2	-3	5	-10	-2
57	Cc1cnc(NC(=O)C2CC(=O)N(c3cccc(Cl)c3)C2)s1 (stereo not drawn)	i	-1	i	1	-4	1.3	0	3	-8	3
58	CC(C)(O)C#Cc1ccccc1C(=O)NC(CC(N)=O)C(=O)O (stereo not drawn)	i	-4	i	-1	1	-1.7	3	2	-2	-1
59	Cc1cc(F)cc(-c2cc(C(=O)NCC3CCCCC3)[nH]n2)c1	i	0	i	-1	1	-0.4	4	3	·	-4
60	COCCSc1nnc(NS(=O)(=O)c2ccc(F)cc2)s1	i	1	i	-12	7	-1.3	1	5	-1	0
61	O=C(CSc1nnnn1-c1ccc(F)cc1)c1ccc(O)c(O)c1	i	2	i	-2	6	15	4	-4	-2	-3
62	O=[N+]([O-])c1ccc(-c2c(-c3ccccc3)ncc3ccc(F)cc23)cc1	i	0	i	3	3	4.7	-6	-36	28	2
